# Source: PubChem BioAssay
# BaF3 parental – reduces parental Ba/F3 cell viability, JAK2V617F counter-screen. CellTiter-Glo ATP luminescence. inhibition, % at 5.6 µM. 220,000 compounds, 1.1% hits. AID 1486;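 active = inhibition above a per-campaign cutoff, the mean inhibition of all tested compounds plus 3 SD, cut at about 27% in these data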;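 also: 0% = DMSO wells and 100% = JAK Inhibitor I control wells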
# TRPN1 ag – agonists of zebrafish TRPN1 channel; HEK293 zebrafish TRPN1-YFP, Fluo-8 calcium fluorescence; 100% = response to 87 µM carbachol; activation, % at 3 µM; 220,000 compounds, 0.18% hits; AID 1424;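 active = activation above its plate's cutoff, the mean activation of test wells on that plate plus 3 SD, cut at about 19% in these data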;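 also: 0% = DMSO alone and 100% = 87 µM carbachol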
#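 Material: zebrafish TRPN1-YFP in HEK293 cells; Doses: single test compound dose, 3 µM nominal, 0.3% DMSO; Timing: dye loading 1 h at 37 °C, then 30 min room temperature; Technique: intracellular calcium fluorescence with Fluo-8; Benchmarks: high carbachol 87 µM, low DMSO alone.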
# EP2 modulator – modulators of human EP2 prostaglandin E2 receptor. EP2-expressing cells, cAMP HTRF FRET, PGE2 co-stimulation. AID 940. induction, % at 25 µM. P43116. 260,000 compounds, 0.83% hits;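 active = compounds whose cAMP rise, as percent of the full-agonist control response, exceeds 60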;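 also: rat C6 glioma line stably carrying human EP2 under a CMV promoter; the protocol text gives 20 µM as final concentration; 100% = response of wells given 1 µM PGE2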
# Ba/F3 V617F tox – lowers viability of Ba/F3 cells expressing EpoR and JAK2V617F; ATP luminescence; inhibition, % at 5.6 µM; 220,000 compounds, 1.1% hits;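 active = inhibition above the campaign mean plus 3 SD over all tested compounds, cut at about 24% in these data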;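 also: cytokine-independent growth of Ba/F3 cells driven by EpoR plus mutant JAK2; 0% = DMSO-treated cells and 100% = JAK inhibitor I control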
# S1P4 antagonist – blocks the human S1P4 receptor | 220,000 compounds, 0.26% hits | S1P4-expressing cells, antagonist mode, reporter read-out | inhibition, % at 4.98 µM | O95977; in the data active = inhibition above about 29%;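 also: 0% = wells stimulated with agonist and 100% = vehicle wells without agonist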
# Calpain2 inh – inhibitors of pig calpain II | inhibition, % at 16 µM | 220,000 compounds, 0.37% hits | purified calpain II, fluorogenic peptide substrate, 30 min | AID 1236;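 active = inhibition above about 50%, limit read from the data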
# S1P4 ag – activates the human S1P4 receptor. AID 1509. O95977. activation, % at 4.98 µM. S1P4-expressing cell line, agonist reporter assay. 220,000 compounds, 0.35% hits; in the data active = activation above about 11%;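 also: 0% = DMSO vehicle and 100% = reference agonist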
# TRPML3 ag – agonists of human TRPML3 channel | Q8TDD5 | HEK293 TRPML3-YFP, Fluo-8 calcium fluorescence; 100% = the carbachol control signal | activation, % at 3 µM | 220,000 compounds, 0.29% hits | AID 1448;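 active = activation above its plate's cutoff, the mean activation of the plate's test wells plus 3 SD, cut at about 12% in these data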;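 also: 0% = DMSO only wells and 100% = carbachol wells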
#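 Test system: TRPML3-YFP stable HEK293 cells. Doses: single point at 3 µM. Incubation: dye loading 1 h 37 °C then 30 min ambient, 125 s read. Signal: Fluo-8 calcium dye fluorescence, ex 470-495, em 515-575 nm. Measure: percent activation from peak-to-basal fluorescence ratio, scaled between DMSO and carbachol.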
# PERK inhibitor – blocks human PERK kinase; AID 1416; inhibition, % at 5.6 µM; Q9NZJ5; CHO PERK-DD fusion, SEAP luminescence translation reporter; 220,000 compounds, 0.17% hits;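 active = inhibition above the mean inhibition of all tested compounds plus 3 SD, set separately per screening campaign, cut at about 2.9% in these data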;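 also: PERK kinase domain activated by AP20187 dimerizer at 100 nM; 0% = DMSO with dimerizer and 100% = rapamycin at 8.4 µM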
# Target sequence (Q9NZJ5 whole entry, looked up, the tested form may be a part): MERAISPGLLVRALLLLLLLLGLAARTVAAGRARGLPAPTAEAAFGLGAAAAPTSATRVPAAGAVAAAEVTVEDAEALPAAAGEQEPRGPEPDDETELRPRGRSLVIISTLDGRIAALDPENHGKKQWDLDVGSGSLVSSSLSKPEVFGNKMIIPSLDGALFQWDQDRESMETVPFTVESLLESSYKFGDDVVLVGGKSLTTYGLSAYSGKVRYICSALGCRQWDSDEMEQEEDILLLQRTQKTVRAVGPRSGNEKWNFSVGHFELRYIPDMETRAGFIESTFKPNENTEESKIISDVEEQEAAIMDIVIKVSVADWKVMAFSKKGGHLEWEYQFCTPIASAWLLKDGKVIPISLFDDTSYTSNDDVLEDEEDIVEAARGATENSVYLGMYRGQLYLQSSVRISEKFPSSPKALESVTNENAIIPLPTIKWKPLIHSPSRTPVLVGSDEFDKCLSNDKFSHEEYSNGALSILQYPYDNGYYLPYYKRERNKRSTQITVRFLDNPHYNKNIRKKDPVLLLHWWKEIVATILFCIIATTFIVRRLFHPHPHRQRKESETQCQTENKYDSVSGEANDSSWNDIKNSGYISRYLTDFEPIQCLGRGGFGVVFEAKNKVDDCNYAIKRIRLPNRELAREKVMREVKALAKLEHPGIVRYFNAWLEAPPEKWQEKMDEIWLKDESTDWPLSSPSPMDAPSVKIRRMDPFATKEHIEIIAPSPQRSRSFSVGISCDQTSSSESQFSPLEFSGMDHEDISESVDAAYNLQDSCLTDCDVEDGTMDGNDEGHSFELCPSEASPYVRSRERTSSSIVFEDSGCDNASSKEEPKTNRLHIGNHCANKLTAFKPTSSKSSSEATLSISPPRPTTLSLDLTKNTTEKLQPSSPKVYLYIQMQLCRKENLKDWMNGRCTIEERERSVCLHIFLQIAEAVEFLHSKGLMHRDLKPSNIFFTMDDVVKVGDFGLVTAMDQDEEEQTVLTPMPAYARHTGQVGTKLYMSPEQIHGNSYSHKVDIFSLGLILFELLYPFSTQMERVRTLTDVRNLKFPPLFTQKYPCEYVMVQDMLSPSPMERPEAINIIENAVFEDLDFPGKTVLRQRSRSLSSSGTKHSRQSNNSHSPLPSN
# Active calls of the source: *; i = inactive; . = not tested or not shown; & = joins results of further samples.
SMILES,BaF3 parental,TRPN1 ag,EP2 modulator,Ba/F3 V617F tox,S1P4 antagonist,Calpain2 inh,S1P4 ag,TRPML3 ag,PERK inhibitor
Cc1ccc(CCNC(=O)C2CCCN2S(=O)(=O)c2ccc3c(c2)CCC(=O)N3)cc1 (configuration not stated),14,0.1,-7,3,-3,1,0.5,2.4,-0.1
COC(=O)c1sc2nc(-c3ccco3)ccc2c1N,1,0.1,-23,-1,3,-43,4.1,0.1,0.4
O=C1NCCN1C(=O)c1cccc(Cl)c1,6,0.6,-8,5,7,9,1.4,0.6,0.5
Cc1ccc(S(=O)(=O)N/N=C/c2ccc(OCC(=O)N3CCOCC3)cc2)cc1,6,1.0,14,0,-14,22,-0.5,1.2,0.3
COc1cc(-c2nnn(CC(=O)NCc3ccccc3)n2)cc(OC)c1OC,1,2.9,-41,0,-6,-10,-0.2,-0.5,0.8
COc1cc(C=C(C(C)=O)C(C)=O)ccc1O,3,0.3,0,-3,0,3,-2.0,1.1,0.9
O=C(Cn1nnc(-c2ccc3c(c2)OCO3)n1)N1CCOCC1,6,5.2,9,4,-38,-41,0.6,0.5,0.3
CCOC(=O)c1c(N)sc2c1CCC1C(=O)N(C3CCCCC3)C(=O)C21 (configuration not stated),0,1.5,9,2,-6,-99,1.8,1.1,-0.1
C=CCn1c(CCCNC(=O)c2ccccc2OC)nc2ccccc21,7,1.6,-35,-1,7,81*,1.4,0.0,0.1
COc1ccc(-n2nc(C(=O)NCC(=O)NCc3ccco3)c3ccccc3c2=O)cc1Cl,4,-0.5,-7,4,-8,-7,1.5,0.0,-1.3
CC1(C)Cc2nc3oc4c(=O)n(CC(=O)Nc5ccc(Cl)cc5)cnc4c3cc2CO1,0,2.4,19,-1,-2,-46,-0.8,1.1,-1.1
Nc1nc2c3ccccc3nc(C3CC3)n2n1,6,1.5,2,1,-1,-12,-1.0,0.8,0.0
O=C(Nc1c(C(=O)N2CCCCC2)cnn1-c1ccccc1)c1ccco1,2,-0.1,30,-1,-5,-6,-1.8,0.4,-0.7
CCN(CC)CCNC(=O)c1cc([N+](=O)[O-])c(N(C)C)cc1OC,-6,3.0,19,-2,13,24,-1.4,-0.7,0.2
COc1ccc(Nc2c3c(nc4ccccc24)CCCC3)cc1OC,4,-2.0,-18,0,5,-3,-0.1,0.3,-0.3
COc1ccc(CCNCc2ccc(OCC(=O)N3CCCCC3)c(OC)c2)cc1OC,2,1.2,21,-1,1,7,3.0,0.4,-0.5
Cc1cccc2cc(/C=N/NC(=O)c3ccccc3O)c(Cl)nc12,9,1.8,-1,0,-24,7,5.0,1.2,1.0
S=C(Nc1ccc(Br)cc1)N1CCN(C2CCCCC2)CC1,6,1.7,-4,-2,-29,40,-2.0,0.8,0.9
CN(c1ccccc1C(=O)Nc1ccc(F)c(Cl)c1)S(C)(=O)=O,7,-1.6,-22,1,6,-17,0.2,0.1,1.5
CC1=C(n2nnc([N+](=O)[O-])n2)C(c2cccnc2)C(C#N)=C(N)O1 (configuration not stated),-2,0.6,-17,2,-6,16,1.1,0.6,0.2

# Compounds above that have a nitro group on carbon:
SMILES,BaF3 parental,TRPN1 ag,EP2 modulator,Ba/F3 V617F tox,S1P4 antagonist,Calpain2 inh,S1P4 ag,TRPML3 ag,PERK inhibitor
CCN(CC)CCNC(=O)c1cc([N+](=O)[O-])c(N(C)C)cc1OC,-6,3.0,19,-2,13,24,-1.4,-0.7,0.2
CC1=C(n2nnc([N+](=O)[O-])n2)C(c2cccnc2)C(C#N)=C(N)O1 (configuration not stated),-2,0.6,-17,2,-6,16,1.1,0.6,0.2

# Later entries.
SMILES,BaF3 parental,TRPN1 ag,EP2 modulator,Ba/F3 V617F tox,S1P4 antagonist,Calpain2 inh,S1P4 ag,TRPML3 ag,PERK inhibitor
COc1ccc(C2c3ccc(O)cc3Oc3ncn(Cc4ccco4)c(=N)c32)cc1 (configuration not stated),-7,0.1,-25,3,15,-173,-1.5,0.4,0.5
CCCCCCn1c(=O)[nH]c2c(c1=O)CCC2,4,-1.1,-8,-4,-16,4,-0.2,0.5,-0.5
CN(Cc1cn(C)nc1-c1ccc(Oc2ccccc2)cc1)Cc1cnc2ccccn12,9,1.6,-9,-1,0,-8,0.6,1.7,0.4
COc1cc(/C=N/NC(=O)c2ccc(Cn3cc([N+](=O)[O-])cn3)o2)cc(Br)c1O,3,3.5,-63,-4,-5,-12,-0.8,0.3,0.9
CCOc1cc(/C=N/Nc2ncnc(Cl)c2N)ccc1O,2,1.1,-31,-2,-17,0,0.8,0.4,0.6
C=CCOC(=O)C1=C(C)OC(N)=C(C#N)C1c1c(C)nn(-c2ccccc2)c1Cl (configuration not stated),8,-1.1,39,-2,11,-9,1.4,-1.1,-1.1
COc1cccc(NC(=O)N2CCCC2C(=O)NC2CC2)c1 (configuration not stated),5,1.9,3,3,0,-49,1.3,0.5,1.7
c1ccc(CSc2ncnc3c2cnn3-c2ccccc2)cc1,4,0.8,37,1,-12,31,0.3,1.1,0.6
Cc1cc(C)n2nc(SCCCC(=O)c3ccc(F)cc3)nc2n1,9,0.9,-12,1,9,-6,0.7,0.8,0.2
COc1ccc(NC(=O)Nc2sc(=S)n(C)c2C)cc1,11,0.8,-40,3,-18,28,0.5,1.2,0.1
CC(C)N1CCN(Cc2nc3c(s2)CCCC3)CC1CCO (configuration not stated),5,0.0,6,1,-19,-17,-1.6,1.1,-0.2
COc1ccc(CC(=O)Nc2ccccc2NC(=O)c2ccco2)cc1OC,0,-0.1,-4,1,9,-1,-1.3,0.8,0.1
Cc1ccc(NC(=O)NN2CCOCC2)cc1,8,0.8,-2,0,0,-18,-0.1,0.7,0.9
Cc1ncc([N+](=O)[O-])n1CC(=O)NCCc1ccccc1,4,0.2,17,1,3,-4,16*,0.9,0.7
COC(=O)c1[nH]c2cc(OC)ccc2c1NC(=O)CCN1CCCCC1,1,-0.7,7,18,-16,-13,0.5,-0.1,0.9
CC(=O)Nc1ccc(NC(=O)CCC(=O)OCC(=O)c2cccc([N+](=O)[O-])c2)cc1,7,-0.2,14,4,-19,-5,0.4,0.8,1.2
Cc1ccccc1OCC(=O)NNC(=O)Nc1ccc(Cl)cc1,7,-0.3,-27,1,-11,16,-1.0,0.7,0.8
COc1ccc(CNC(=O)C(C#N)c2nc3ccccc3nc2N2CCN(C)CC2)cc1 (configuration not stated),12,0.9,-27,6,-1,-50,-0.6,-0.1,-1.2
O=C(CN1CCN(Cc2ccccc2)CC1)Nc1ccc(-n2cnnn2)cc1,6,-0.1,-22&9,1,8,-4,0.9,1.0,-0.1
O=C(CN1C(=O)CCSc2ccccc21)Nc1cccc(F)c1,1,3.0,-4,4,-3,8,0.9,1.2,-1.3
COc1cc(CNc2ccc3c(c2)OCCO3)ccc1OCC(N)=O,1,3.6,3,-3,1,-30,0.7,0.2,0.0
NS(=O)(=O)c1ccc(CCNc2nc(CN3CCOCC3)nc3sc4c(c23)CCC4)cc1,5,0.1,.,-1,-10,.,2.3,0.4,0.8
Cc1ccc(S(=O)(=O)Nc2ccc(S(=O)(=O)Nc3cc(C)nc(C)n3)cc2)cc1,6,-1.2,10,0,6,-6,0.1,0.6,1.1
C#CCNc1ccc(C(=O)OCC)cc1,0,-0.1,13,-1,-1,-19,1.4,-0.1,1.8
O=C(Nc1cc(Cl)cc(Cl)c1)c1cnn2cccnc12,4,-0.3,29,-1,6,-2,2.2,1.6,0.9
O=C(Cc1ccc(Cl)cc1)Nc1cc(S(=O)(=O)N2CCOCC2)ccc1N1CCCC1,-2,-2.0,27,1,-3,-19,0.8,0.1,0.3
Cc1c(Br)c(=O)oc2c(Br)c(O)ccc12,5,1.5,26,2,6,i,3.9,1.6,1.3
Cn1c(=O)cc(SCC(=O)N2CCN(c3ccccc3)CC2)c2ccccc21,9,0.5,22,2,14,5,3.9,0.3,-1.5
Cc1nn(-c2ccccc2)c(C)c1C(=O)Oc1ccccc1,-3,-3.3,6,1,-16,-6,0.8,-1.6,0.1
O=C(Cn1ccc2ccccc2c1=O)NCCC(=O)N1CCN(C(=O)c2ccco2)CC1,3,2.5,.,0,-5,.,0.5,0.6,1.5
CC(=O)Nc1ccc(NC(=O)[C@@H]2CCCN2S(=O)(=O)c2ccc3c(c2)OCCO3)cc1,7,1.6,-84,4,-23,25,-0.4,0.6,0.0
NS(=O)(=O)c1ccc(NC(=O)c2cc(Cl)ccc2Cl)cc1,7,-1.2,19,2,-10,-15,0.3,0.3,2.0
CCOC(=O)C1(Cc2ccccc2)NC(c2ccccc2F)C2C(=O)N(CC)C(=O)C21 (configuration not stated),4,-0.3,2,-1,12,1,0.4,-0.9,-0.9
CCCNC(=O)NC(=O)COC(=O)CNS(=O)(=O)/C=C/c1ccccc1,1,-1.0,28,-2,11,24,1.0,0.5,0.7
Cc1c(N2C(=O)C(=O)/C(=C(/O)c3ccc(Cl)cc3)C2c2ccccc2)c(=O)n(-c2ccccc2)n1C (configuration not stated),6,-1.0,33,0,-32,1,1.6,0.6,0.6
c1ccc2[nH]c(CN3CCCCCC3)nc2c1,5,1.1,-13,1,-9,7,0.2,0.1,0.6
C/C(=N\NC(=O)c1cccc(S(=O)(=O)N2CCCCC2)c1)c1ccc(C)o1,4,-0.5,-8,1,1,8,-0.1,1.1,0.3
COc1ccc(C(=S)N(C)C)cc1OC,6,1.8,19,-2,-4,-4,2.4,0.9,0.9
Cc1ccc(-n2c(=O)c3sccc3n(Cc3cc(=O)n4ccccc4n3)c2=O)cc1,6,1.1,9,-2,-8,-48,0.5,0.3,0.2
CC(CC(=O)NC1CCSC1=O)c1ccccc1 (configuration not stated),5,-0.1,14,-2,-24,2,0.8,-0.9,-0.8
O=C(NCCc1ccccc1)C1CCCN(S(=O)(=O)c2cccnc2)C1 (configuration not stated),-1,0.0,18,-3,-3,-12,-5.0,-0.2,-0.5
CCN(CC)S(=O)(=O)c1ccc(N/N=C/c2cccnc2)nc1,-2,-1.4,-20,-3,-15,21,1.1,-0.4,1.0
Cc1nnc(SCC(=O)O)s1,4,0.7,21,-1,-7,-2,1.0,0.5,0.9
Cc1c(/C(O)=C2/C(=O)C(=O)N(CCN3CCOCC3)C2c2cccnc2)cnn1-c1ccccc1 (configuration not stated),2,1.9,18,-3,1,-13,0.5,1.0,0.1
NC(=O)/C=C/C(=O)Nc1ccc(Cl)cc1,2,1.5,15,2,-9,-7,0.7,-0.3,-0.9
CCOc1ccc(NC(=O)CN(C)C(=O)C2CCCC2)cc1OCC,6,1.1,-16,-1,-8,-20,1.4,0.0,0.9
COc1ccc(CCNC(=O)CSc2nnc(Cc3cccn3C)n2C)cc1OC,9,-1.6,2,3,13,9,0.1,-0.4,1.0
CSc1ccc(S(=O)(=O)Nc2ccc(OCC(=O)N3CCOCC3)cc2)cc1,5,1.0,7,3,-14,21,0.3,0.7,1.0
COc1ccc(N/C(N)=N/c2nc(C)cc(C)n2)c(OC)c1,1,1.3,-6,-2,10,-6,-1.8,0.6,-0.6
CCOC(=O)c1cnc(SC)nc1Oc1cccc(NS(=O)(=O)c2ccccc2)c1,2,0.3,-18,1,17,17,0.5,0.8,0.5
